# CR mimetic SO: yeast age-related superoxide inhibition as caloric restriction mimetic. superoxide response (% of plate mean), % at 10 µM. actives 0.18% (n = 330,000). S. cerevisiae aged cells, superoxide DHE fluorescence; active compounds read low;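 active means superoxide response under a set limit, about three screen SD below normal, cut at about 65% in these data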;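 further: yeast aged for seven days with compound at 30 °C before DHE staining; 100% = average MFI of all compound-treated wells on the plate with controls excluded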
# EBNA-1 inhibitor: blocks EBNA-1 binding to DNA. actives 0.34% (n = 300,000). AID 1950. inhibition, % at 14.8 µM. EBNA-1 DNA binding, fluorescence polarization; in the data active means inhibition above about 28%
# JMJD2C inh: blocks human GASC-1 demethylase activity | inhibition, % at 2.35 µM | GST-JMJD2C(1-420) H3K9me3 demethylation, DELFIA europium | actives 0.069% (n = 330,000) | Q9H3R0 | AID 2099;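 active means more than half of a compound's replicate wells show inhibition beyond 50%, single wells judged on their own value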;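 further: signal counts dimethyl H3K9 product captured on neutravidin plate; 0% = median of DMSO wells and 100% = 0.3 times that DMSO median; strong numbers were not always called active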
# Target sequence (Q9H3R0 1-420 limits assumed): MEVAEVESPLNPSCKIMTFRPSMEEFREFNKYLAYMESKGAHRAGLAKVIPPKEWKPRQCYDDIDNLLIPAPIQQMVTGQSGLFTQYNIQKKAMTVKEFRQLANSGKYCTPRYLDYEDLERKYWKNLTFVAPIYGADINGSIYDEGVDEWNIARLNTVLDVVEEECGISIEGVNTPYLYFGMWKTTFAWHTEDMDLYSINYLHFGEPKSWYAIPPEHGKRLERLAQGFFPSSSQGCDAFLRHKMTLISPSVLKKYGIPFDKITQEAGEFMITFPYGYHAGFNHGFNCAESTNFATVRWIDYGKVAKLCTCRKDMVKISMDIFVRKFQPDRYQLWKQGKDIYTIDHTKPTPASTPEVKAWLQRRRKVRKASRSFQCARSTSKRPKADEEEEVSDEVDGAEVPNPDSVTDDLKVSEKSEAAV
# TPT1 inhibitor: C. albicans TPT1 enzyme inhibition. recombinant caTPT1, FP RNA substrate dephosphorylation. inhibition, % at 5 µM. actives 0.81% (n = 300,000);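 active means inhibition above the mean of all tested compounds plus 3 SD, set per screening campaign, cut at about 24% in these data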;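 further: plate controls were DMSO alone for no effect and ferristatin control at 100 nM for full effect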
# CTSL1 counter: counter-screen for PFM18AAP inhibitors: inhibitors of F. hepatica cathepsin L1 | recombinant F. hepatica cathepsin L1, Z-Leu-Arg-MCA fluorescence | inhibition, % at 5.96 µM | actives 0.49% (n = 300,000);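 active means inhibition above the mean of all tested compounds plus 3 SD, set per screening campaign, cut at about 17% in these data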;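 further: 0% = plate median of test compound wells and 100% = 1 µM Z-Phe-Ala-diazomethylketone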
# ZTA DNA inh: blocks Epstein-Barr virus ZTA, an EBNA-1 counter-screen; inhibition, % at 11 µM; AID 2234; actives 0.15% (n = 320,000); P03206; ZTA-DNA binding, fluorescence polarization; in the data active means inhibition above about 33%
# PP5 primary: inhibitors of human protein phosphatase 5 (PP5); purified PP5c, OMFP substrate fluorescence; inhibition, % at 6.7 µM; actives 0.18% (n = 320,000); AID 1987;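 active means inhibition above the campaign's mean inhibition across all tested compounds plus 3 SD, cut at about 9.5% in these data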;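 further: 0% = DMSO only and 100% = 100 µM cantharidin control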
# core dimer inh: blocks dimerization of HCV core protein | TR-FRET GST/Flag-core106 dimerization, 1536-well | inhibition, % at 5 µM | actives 0.33% (n = 300,000) | AID 1899;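 active means inhibition above the mean of all tested compounds plus 3 SD, set per screening campaign, cut at about 45% in these data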
#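 Material: GST/Flag-tagged HCV core106 proteins. Incubation: 4 h, 22.5 °C incubation. Read-out basis: inhibition (%) from 671 over 617 nm ratio. Measured by: TR-FRET, excitation 340 nm, emission 617 and 671 nm.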
# PP1 inh: blocks human PP1-alpha phosphatase, a PP5 counter-screen; P62136; purified PP1alpha, OMFP fluorescence; inhibition, % at 6.7 µM; actives 0.9% (n = 320,000);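 active means inhibition above the mean inhibition of all tested compounds plus 3 SD, computed separately for each screening campaign, cut at about 15% in these data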
# Target sequence (P62136 whole entry, looked up): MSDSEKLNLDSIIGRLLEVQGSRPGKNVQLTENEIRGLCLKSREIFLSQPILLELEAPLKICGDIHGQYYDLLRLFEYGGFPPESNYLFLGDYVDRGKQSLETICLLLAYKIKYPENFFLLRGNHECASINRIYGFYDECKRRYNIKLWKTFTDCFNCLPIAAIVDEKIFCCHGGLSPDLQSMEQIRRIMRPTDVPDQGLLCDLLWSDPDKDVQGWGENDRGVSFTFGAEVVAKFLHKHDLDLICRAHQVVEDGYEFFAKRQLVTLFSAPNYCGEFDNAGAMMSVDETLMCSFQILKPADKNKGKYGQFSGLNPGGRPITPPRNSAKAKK
# * = called active by the depositor; x = not tested or not shown.
SMILES,CR mimetic SO,EBNA-1 inhibitor,JMJD2C inh,TPT1 inhibitor,CTSL1 counter,ZTA DNA inh,PP5 primary,core dimer inh,PP1 inh
CCCCC(c1nnnn1CS(=O)(=O)c1ccc(C)cc1)N1CCN(c2ccccc2)CC1 (stereo not drawn),98,-8,8,-2,-2,5,0.8,5,0
O=C(NCCc1ccc2c(c1)OCCO2)c1ccccc1F,101,3,-1,-1,-6,-7,1.7,-9,-1
O=C(Nc1c(-c2ccccc2)nc2sccn12)c1ccccc1,102,-10,5,3,0,-5,2.7,-3,-6
CCC(=O)N(CCc1ccccc1C)Cc1cc2cc3c(cc2[nH]c1=O)OCO3,107,11,-1,-1,3,16,0.9,10,-3
O=C(O)COc1ccccc1/C=N/NC(=O)Cc1csc(Nc2cccc(C(F)(F)F)c2)n1,102,-2,-7,-2,4,9,1.1,9,2
CCC(C)c1ccc(OCCCCN2CCOCC2)cc1 (stereo not drawn),122,-15,19,0,-4,-11,3.0,3,0
O=C(/C=C/Sc1ncn[nH]1)c1ccc(Cl)cc1,116,-6,10,0,-2,-4,-0.1,7,7
CC(NS(=O)(=O)c1ccccc1)C(=O)Nc1ccc(S(N)(=O)=O)cc1 (stereo not drawn),107,-9,28,-2,3,-3,1.0,-2,-2
COC(=O)c1ccc(=O)n(Cc2ccc3c(c2)OCO3)c1,97,1,10,1,1,-10,-1.1,-3,2
CCOc1ccccc1CN1CCNC(=O)C1CC(=O)N(C)CCC1CCOCC1 (stereo not drawn),87,5,-14,1,4,13,-0.8,-4,-2
CC(C)n1cc(/C=N/NC(=O)COc2cccc3cccnc23)c2ccccc21,115,-4,0,5,0,-13,4.3,11,4
CCCN(CCC)CCCNC(=O)CNC(=O)c1nn(-c2ccc(OC)cc2)c(=O)c2ccccc12,108,-12,19,3,0,15,-2.2,-2,-5
Cc1cccc(/C=N/NC(=O)Cn2nc(C)cc2C)n1,87,7,-2,-1,0,-1,1.6,3,-1
COc1ccc(S(=O)(=O)N2CCC(C(=O)Nc3cccc(C(C)=O)c3)CC2)cc1,95,-3,2,1,4,-23,1.1,-1,-4
CSc1nsc(SC)c1C(=O)NC(=O)Nc1cccnc1,86,3,2,0,2,8,-2.9,-5,-5
O=C(Nc1nc2nc(-c3ccccc3)cc(=O)n2[nH]1)c1ccccc1,88,8,-2,-7,3,-10,-2.4,-4,-1
CC1CN(CC(O)COCc2ccc3c(c2)OCO3)CC(C)O1 (stereo not drawn),103,2,-5,3,3,13,3.7,-8,3
O=C(NC(=S)N1CCN(C/C=C/c2ccccc2)CC1)c1ccco1,102,10,-3,-1,3,9,-1.3,0,-7
CC(C)c1ccc2c(c1)C(c1cccs1)=NNC(c1ccncc1)=N2,95,-1,-8,0,-1,10,3.5,19,11
CS(=O)(=O)N1CCN(C2CCN(Cc3ccccc3)CC2)CC1,98,8,8,-3,2,3,2.3,-4,1
CCOc1ccccc1Nc1nc(-c2sc(NC(=O)c3ccccc3)nc2C)cs1,101,0,-13,7,-4,-24,2.0,29,7
Cc1ccc(CNC(=O)C2CC(c3ccccc3C(F)(F)F)=NO2)o1 (stereo not drawn),x,1,0,-3,2,-5,2.3,-3,3
C=Cc1ccc(COC(=O)c2cn(CC)c3nc(C)ccc3c2=O)cc1,106,6,5,8,0,8,1.8,3,5
COc1ccccc1CCC(=O)OCC(=O)NC1CC1,103,-4,-11,2,-8,-5,-2.8,-3,-1
CC(=O)c1c(C)[nH]c(C(=O)OCC(=O)Nc2cc(S(=O)(=O)N3CCCC3)ccc2Cl)c1C,94,12,-2,0,-5,8,-1.4,14,-1

# Later entries.
SMILES,CR mimetic SO,EBNA-1 inhibitor,JMJD2C inh,TPT1 inhibitor,CTSL1 counter,ZTA DNA inh,PP5 primary,core dimer inh,PP1 inh
COc1ccc(F)cc1S(=O)(=O)NC1CCCCCC1,103,0,6,1,-1,-4,0.8,-10,-1
CC1(C)CC(=O)C=C(NCc2ccc(Cl)c(Cl)c2)C1,99,21,-8,-2,1,10,1.3,8,-4
CN(C)CCN1C(=O)C2C3C=CC(C3)C2C1=O (stereo not drawn),117,5,4,3,2,11,2.0,7,-1
CCOc1ccc(/C=N/NC(=O)c2cc3c(OC)cc(OC)cc3[nH]2)cc1OC,105,1,-35,-1,9,5,5.4,9,2
Cc1cc2oc(C(=O)N(Cc3ccccc3)C3CCS(=O)(=O)C3)cc(=O)c2cc1Cl (stereo not drawn),107,-10,-3,-4,-1,-15,5.5,0,0
COc1ccc(S(=O)(=O)N2CCOC2CNC(=O)C(=O)NCc2ccncc2)cc1 (stereo not drawn),105,-7,5,0,0,-13,-0.2,10,-1
CCOC(=O)c1cn2nc(N3CCCCC3)ccc2n1,112,-4,1,0,-1,-1,-0.2,-1,-2
COC(=O)CCC(=O)OC1(C)C(=O)C=C2C=C(C3CC3)N(Cc3ccc(OC)cc3)C=C2C1=O (stereo not drawn),103,6,5,-5,-1,1,7.6,3,4
CCOC(=O)COc1ccc(S(=O)(=O)N2CCN(c3ccccc3)CC2)cc1,106,8,-7,4,1,10,2.9,5,-1
O=[N+]([O-])c1ccccc1NCCNc1ncc(C(F)(F)F)cc1Cl,94,62*,1,-4,-1,25,4.9,-9,4
CCOC(=O)c1nnn2c1nc(Nc1cccc(C(F)(F)F)c1)c1ccccc12,102,3,12,-2,-2,10,0.9,0,3
O=C(NC(Nc1ccc(F)cc1)(C(F)(F)F)C(F)(F)F)c1cccnc1,94,5,-2,1,0,4,-2.2,-10,-5
O=C(Cn1c(NCCO)nc2ccccc21)NCCc1ccccc1,97,-4,4,4,-2,-3,2.6,-2,2
CC(=O)c1cccc(-n2c(CCC(=O)O)ccc2-c2ccccc2)c1,98,-2,2,0,-2,1,2.3,8,4
O=C(Nc1ccc(Cl)cc1)Nc1nnc(CSc2ccc(Cl)cc2)s1,115,11,6,-1,1,-4,2.3,-4,1
Cc1ccc2[nH]c(=O)c3cc(C(=O)N(C)Cc4ccco4)sc3c2c1,110,4,0,2,3,2,-0.9,14,3
C=CCN(C(=O)CSc1nc2ccsc2c(=O)n1Cc1ccccn1)c1ccccc1,97,-1,-1,-1,1,2,0.2,2,8
Nc1ncn(-c2ncc(C(F)(F)F)cc2Cl)n1,93,4,2,-2,-3,-13,0.7,6,-5
Cc1ccc(-c2cc(C(=O)Nc3nccs3)c3ccccc3n2)c(C)c1,138,4,-10,-31,-1,-5,-0.5,3,0
O=C1CCCC(O)=C1C=NCCc1ccccc1,108,-6,7,4,-1,4,2.5,5,-5
Cc1cccnc1NC(=O)c1csnn1,97,0,28,-5,-1,15,-0.1,8,-3
Cc1cccc(-n2c(Cc3cc(=O)[nH]c(=O)[nH]3)nnc2SCC(=O)Nc2cccc(C(F)(F)F)c2)c1,123,-4,-2,1,6,-33,-3.9,4,5
COCCN1CCn2c(nc3cc(NS(C)(=O)=O)ccc32)C1,83,5,1,-2,-9,-3,1.8,-9,2
O=C(CN1CCCCCC1)Nc1ccc(S(=O)(=O)N2CCCCC2)cc1,98,8,1,-1,1,-12,2.6,7,0
c1ccc(OCCCc2nc(-c3cccnc3)no2)cc1,81,-2,0,2,1,-7,-0.7,0,-1

# Given bar-delimited: entries from further up.
SMILES | CR mimetic SO | EBNA-1 inhibitor | JMJD2C inh | TPT1 inhibitor | CTSL1 counter | ZTA DNA inh | PP5 primary | core dimer inh | PP1 inh
CC(C)c1ccc2c(c1)C(c1cccs1)=NNC(c1ccncc1)=N2 | 95 | -1 | -8 | 0 | -1 | 10 | 3.5 | 19 | 11
CS(=O)(=O)N1CCN(C2CCN(Cc3ccccc3)CC2)CC1 | 98 | 8 | 8 | -3 | 2 | 3 | 2.3 | -4 | 1
CCOc1ccccc1Nc1nc(-c2sc(NC(=O)c3ccccc3)nc2C)cs1 | 101 | 0 | -13 | 7 | -4 | -24 | 2.0 | 29 | 7

# 3 entries from above, with bars between the fields.
SMILES | CR mimetic SO | EBNA-1 inhibitor | JMJD2C inh | TPT1 inhibitor | CTSL1 counter | ZTA DNA inh | PP5 primary | core dimer inh | PP1 inh
CN(C)CCN1C(=O)C2C3C=CC(C3)C2C1=O (stereo not drawn) | 117 | 5 | 4 | 3 | 2 | 11 | 2.0 | 7 | -1
CC(C)c1ccc2c(c1)C(c1cccs1)=NNC(c1ccncc1)=N2 | 95 | -1 | -8 | 0 | -1 | 10 | 3.5 | 19 | 11
CCC(C)c1ccc(OCCCCN2CCOCC2)cc1 (stereo not drawn) | 122 | -15 | 19 | 0 | -4 | -11 | 3.0 | 3 | 0

# (listing goes on)
SMILES,CR mimetic SO,EBNA-1 inhibitor,JMJD2C inh,TPT1 inhibitor,CTSL1 counter,ZTA DNA inh,PP5 primary,core dimer inh,PP1 inh
COc1cccc(/C=C2\N=C3CCCCCN3C2=O)c1,88,-9,11,-3,-2,-12,0.4,-1,-6
O=C(COC(=O)c1ccc2c(c1)OCO2)Nc1ccccc1Cl,121,x,x,x,x,11,0.3,x,-3
CC(C)C(=O)Nc1cccc(-c2nc3ccccc3c(=O)o2)c1,97,-3,0,1,6,10,1.6,1,0
NC(=O)COC(=O)c1ccccc1Oc1ccccc1,84,-4,-3,-3,-1,-7,0.5,-5,-1
O=C(c1ccc(O)cc1)c1ccc(C(=O)O)c(C(=O)O)c1,97,-9,-8,-1,0,-6,3.8,-2,-3
CC(C)CNS(=O)(=O)c1ccc(CCC(=O)N2CCN(Cc3ccc4c(c3)OCO4)CC2)cc1,88,-5,-47,2,1,4,4.4,-2,3
CC(=O)OCCCN1C(=O)c2cccc3cc(Br)cc(c23)C1=O,102,0,-24,-2,1,-7,-0.6,19,1
COc1cc(SC)ccc1C(=O)Nc1cccc(C2OCCCO2)c1,81,-12,-1,1,-2,6,-0.9,4,1
Cc1cc(C)n(-c2ccn(Cc3ccc(Cl)cc3Cl)c(=O)n2)n1,100,5,31,-6,4,-3,0.4,1,1
CCOc1ccc(-n2c(=S)sc3c(=O)[nH]c(SCC(=O)NC(C)CC)nc32)cc1 (stereo not drawn),125,-8,-4,-3,6,-5,1.5,4,4
C/C(=N\N1CCN(c2ccc(Cl)cc2)CC1)c1cccs1,98,-9,1,-1,-1,9,1.5,1,-2
CC1CCCC(NC(=O)CNC(=S)N(Cc2ccccc2)Cc2cccs2)C1C (stereo not drawn),92,1,1,-5,14,-8,4.2,4,13
